# Alkaline phosphatase = human TNAP enzyme inhibitors, biochemical, luminescent (AID 518); Alkaline phosphatase, tissue-nonspecific isozyme (Homo sapiens); purified TNAP enzyme, luminescent substrate readout; higher % means a stronger effect; inhibition, % at 20 µM, or IC50 in µM where a hit was titrated; hit rate 0.09% among 64,000; in the data active = a potency from the dose series; inactive = the rest, 99 in 100 with inhibition below about 22%;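 note: plate controls were vehicle for no effect and reference inhibitor for full effect; many of its hits are not listed in these tables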
# Spn PMK inh = S. pneumoniae PMK inhibitors, primary screen, biochemical, mevalonate pathway, pilot trial included; purified PMK, PK/LDH-coupled NADH absorbance 340 nm; hit rate 0.49% among 65,000; phosphomevalonate kinase (Streptococcus pneumoniae D39); AID 539, 2006; inhibition, % at 10 µM;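 active = top-ranked compounds by inhibition in the single 10 µM screen, taking a fixed number of the strongest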;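 note: 0% = full reaction with DMSO carrier and 100% = background rate without enzyme reaction; no value below 0 was filed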
# HPDE-C7 cytotoxicity = cytotoxicity in HPDE-C7 cells, cell-based, fluorescence, HTS (AID 430); cytotoxicity, % at 10 µM; hits with a dose series show EC50 in µM; HPDE-C7 pancreatic duct cells viability, fluorescence; higher % means a stronger effect; hit rate 1.8% among 63,000;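 note: cells exposed to compound for 48 hours before viability readout; 0% = vehicle and 100% = reference cytotoxic drug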
# Spn DPM-DC inh = S. pneumoniae DPM-DC inhibitors, primary screen, biochemical, PK/LDH-coupled NADH fluorescence. diphosphomevalonate decarboxylase (Streptococcus pneumoniae D39). purified DPM-DC. calls only at 10 µM. hit rate 0.49% among 65,000;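 active = the 320 compounds with the highest percent inhibition in the single-dose primary screen, excluding strongly autofluorescent ones, cut at about 32% in these data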;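 note: kinetic rate of NADH fluorescence loss reporting ADP formed by the decarboxylase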
# LYP phosphatase = LYP phosphatase inhibitors, primary screen, biochemical, DiFMUP fluorescence, recombinant catalytic domain, 10 µM (AID 606); Tyrosine-protein phosphatase non-receptor type 22 (Homo sapiens); recombinant LYP catalytic domain, DiFMUP fluorescence; higher % means a stronger effect; inhibition, % at 10 µM, or IC50 in µM where a hit was titrated; 52,000 tested, under 10 active;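 active = IC50 under 40 µM in the dose-response test; inactive = IC50 of 40 µM or more, or never dose-tested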
# Bfl-1 inhibitors = Bfl-1 inhibitors, primary screen, biochemical, fluorescence polarization, FITC-Bid, mouse (AID 432). Bcl-2-related protein A1 (Mus musculus). hit rate 0.02% among 64,000. displacement, % at 20 µM, or IC50 in µM where a hit was titrated. FITC-Bid BH3 peptide fluorescence polarization displacement; higher % means a stronger effect; in the data active = a potency from the dose series; inactive = the rest, 99 in 100 with displacement below about 15%; note: strong numbers were not always called active
# HT1080 viability = cytotoxicity in HT1080 fibrosarcoma cells, cell-based, fluorescence readout (AID 620); hit rate 0.42% among 87,000; cytotoxicity, % at 10 µM; hits with a dose series show EC50 in µM; HT1080 viability, fluorescence; higher % means a stronger effect;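 note: cells exposed to compound overnight then 4 h with Alamar Blue; 0% = vehicle DMSO and 100% = killing control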
# KRASV12 cytotoxicity = cytotoxicity in KRAS-transformed pancreatic duct cells, primary screen, cell-based, fluorescence, HTS (AID 431); HPDE-C7K KRASV12 cells, Alamar Blue viability, 48 h; higher % means a stronger effect; one-dose cytotoxicity, % at 10 µM; EC50 in µM for titrated hits; hit rate 1.7% among 63,000;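 active = compounds whose percent cytotoxicity in the single-dose primary screen, scaled between solvent and toxic-drug controls, exceeds 50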;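 note: 0% = DMSO solvent wells and 100% = doxorubicin-treated wells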
# MK inhibit = S. pneumoniae MK inhibitors, primary screen, biochemical, PK/LDH-coupled NADH absorbance. mevalonate kinase [Streptococcus pneumoniae D39]. purified MK, PK/LDH-coupled NADH absorbance 340 nm. inhibition, % at 10 µM. hit rate 0.48% among 65,000. AID 555, 2006;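 active = ranked among the strongest by inhibition in the single 10 µM screen, a fixed top-ranked set picked for dose follow-up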; note: no value below 0 was filed
# Spn PMK inh pilot replicates = second read-out of Spn PMK inh, no call of its own (marks repeat the call); inhibition, %; measured here: pilot screen replicates
# MK inhibit pilot replicates = second read-out of MK inhibit, no call of its own (marks repeat the call); inhibition, %; measured here: pilot screen replicates
# Spn DPM-DC inh pilot screen % = also measured in Spn DPM-DC inh; calls as there; inhibition, %; measured here: pilot screen trials
# * marks the source's active call; other numbers are inactive results; i = inactive; · = not tested or not shown; + = active, no number. Cut-off read from the data, not from the text of the source, unless noted: active = cytotoxicity above about 50%; inactive = the rest.
SMILES,Alkaline phosphatase,Spn PMK inh,HPDE-C7 cytotoxicity,Spn DPM-DC inh,LYP phosphatase,Bfl-1 inhibitors,HT1080 viability,KRASV12 cytotoxicity,MK inhibit,others
CC(C)(C)NC(=O)CSc1nsc(SCC(=O)NC(C)(C)C)c1C#N,13%,6,1%,i,12%,7%,2%,12%,0,
COC(=O)c1[nH]c2c(c1C)C(=O)CC(c1cc(OC)ccc1OC)C2 (configuration not stated),21%,4,32%,i,-4%,-5%,-2%,19%,5,Spn PMK inh pilot replicates=3.0;MK inhibit pilot replicates=0.0;Spn DPM-DC inh pilot screen %=0.0
COc1ccc(-c2cc(C(F)(F)F)nc(SCC(=O)NCc3ccco3)n2)cc1OC,11%,12,-4%,·,10%,-6%,-6%,14%,9,Spn PMK inh pilot replicates=4.0;MK inhibit pilot replicates=0.0
C=CCSc1nsc(N)n1,0%,15,-12%,i,·,0%,3%,-24%,8,
Clc1ccc2nc(N3CCCCC3)sc2c1,7%,12,-23%,i,·,-11%,-7%,-11%,15,
Cc1ccccc1OCC(=O)OC(C)CN1CCN(C)CC1 (configuration not stated),11%,8,-4%,i,10%,-5%,-1%,-6%,11,
COC(=O)c1ccc(S(=O)(=O)N2C3CCC2CC(NC(=O)NC2CCCCC2)C3)cc1 (configuration not stated),4%,4,-6%,i,·,-4%,33%,-5%,6,
CC1(C)CC(=O)C(C=NCc2cccnc2)=C(O)C1,8%,13,0%,i,·,8%,0%,-1%,0,
CCOC(=O)C(CCCOc1cccc(OC)c1)C(=O)OCC,0%,0,2%,i,·,-2%,-2%,4%,0,
CCOC(=O)C1CCN(S(=O)(=O)Cc2ccccc2)CC1,4%,2,-14%,i,-9%,-1%,25%,-7%,0,
COC(=O)c1cccc(S(=O)(=O)N2CCC(C)CC2)c1,16%,3,-4%,i,4%,-6%,-4%,5%,8,Spn PMK inh pilot replicates=5.5;MK inhibit pilot replicates=6.5;Spn DPM-DC inh pilot screen %=4.5
Cn1c(SCC(=O)NCC2CCCO2)nnc1-c1ccc(S(=O)(=O)N2CCCC2)cc1 (configuration not stated),2%,11,-2%,i,14%,-2%,-1%,-11%,24,
CC1CN(Cc2nc3c(c(=O)n(C)c(=O)n3C)n2Cc2ccc(Cl)cc2)CC(C)O1 (configuration not stated),1%,9,-19%,i,7%,-1%,-4%,-3%,3,
Cc1cc(NC(=O)CCC(=O)N(C2CC2)C2(C(=O)NC3CCCC3)CCC(C)CC2)no1 (configuration not stated),2%,13,-3%,i,9%,0%,-5%,-11%,9,
Cc1ccc(CS(=O)(=O)CCC(=O)NCC2CCCO2)cc1 (configuration not stated),5%,15,-23%,i,14%,-4%,11%,-12%,5,Spn PMK inh pilot replicates=3.5;MK inhibit pilot replicates=0.0;Spn DPM-DC inh pilot screen %=0.5
O=C(c1ccccc1)N1CCCCC(Sc2nnnn2-c2ccccc2)C1=O (configuration not stated),-9%,12,-6%,i,0%,2%,-1%,-3%,2,Spn PMK inh pilot replicates=1.0;MK inhibit pilot replicates=0.0;Spn DPM-DC inh pilot screen %=0.0
CN(C)C(=O)c1ccc(COc2ccccc2Br)o1,12%,0,-2%,i,15%,0%,4%,14%,0,Spn PMK inh pilot replicates=4.5;MK inhibit pilot replicates=0.5;Spn DPM-DC inh pilot screen %=0.5
CCOC(=O)CNC(=O)CSc1nc(C)cc(C)c1C#N,7%,14,·,i,·,-1%,9%,·,11,
CC(C)(C)c1ccc(OCC(=O)N2CCN(C=O)CC2)cc1,3%,17,-14%,i,·,4%,-8%,-8%,8,
Cn1c2ccccc2c2nnc(SCN3C(=O)c4ccccc4C3=O)nc21,8%,8,-15%,i,·,-8%,-3%,-3%,4,
Cc1cccc(NC(=O)c2ccccc2C(=O)O)c1,13%,5,-5%,i,3%,-10%,5%,-6%,7,
COc1ccc(NC(=O)CCNC(=O)Cn2ccc3ccccc3c2=O)c(OC)c1,10%,0,2%,i,9%,-9%,6%,4%,7,Spn PMK inh pilot replicates=3.5;MK inhibit pilot replicates=0.0;Spn DPM-DC inh pilot screen %=1.5
COc1cccc(-c2nn(C)c3sc(C(=O)N4CCOCC4)cc23)c1,7%,22,-16%,i,5%,0%,-2%,7%,6,
CCOC(=O)CNC(=O)Nc1nnc(-c2ccc(OCC)cc2)o1,2%,28*,-17%,i,·,4%,-5%,-12%,4,Spn PMK inh pilot replicates=+;MK inhibit pilot replicates=3.5;Spn DPM-DC inh pilot screen %=10
CC1(C)CC(=O)c2cnc(NC(=O)c3ccco3)nc2C1,3%,4,-19%,i,-1%,4%,-3%,-16%,0,

# Among those listed so far, 2 have a cyano group.
SMILES,Alkaline phosphatase,Spn PMK inh,HPDE-C7 cytotoxicity,Spn DPM-DC inh,LYP phosphatase,Bfl-1 inhibitors,HT1080 viability,KRASV12 cytotoxicity,MK inhibit,others
CC(C)(C)NC(=O)CSc1nsc(SCC(=O)NC(C)(C)C)c1C#N,13%,6,1%,i,12%,7%,2%,12%,0,
CCOC(=O)CNC(=O)CSc1nc(C)cc(C)c1C#N,7%,14,·,i,·,-1%,9%,·,11,

# Back to the main list, repeating the 2 entries before the break.
SMILES,Alkaline phosphatase,Spn PMK inh,HPDE-C7 cytotoxicity,Spn DPM-DC inh,LYP phosphatase,Bfl-1 inhibitors,HT1080 viability,KRASV12 cytotoxicity,MK inhibit,others
CCOC(=O)CNC(=O)Nc1nnc(-c2ccc(OCC)cc2)o1,2%,28*,-17%,i,·,4%,-5%,-12%,4,Spn PMK inh pilot replicates=+;MK inhibit pilot replicates=3.5;Spn DPM-DC inh pilot screen %=10
CC1(C)CC(=O)c2cnc(NC(=O)c3ccco3)nc2C1,3%,4,-19%,i,-1%,4%,-3%,-16%,0,
CCCCC(=O)Nc1cccc(-c2nc3ncccc3o2)c1,4%,14,-6%,i,10%,-7%,7%,-1%,11,
O=C(OCc1cccc2ccccc12)c1ccc2c(=O)[nH]c(CN3CCOCC3)nc2c1,9%,12,10%,i,7%,-2%,-3%,9%,0,
CCOc1ccc(N(Cc2cc3ccc(C)cc3[nH]c2=O)C(=O)COC)cc1,9%,0,-19%,i,0%,-6%,-6%,-9%,8,
Cc1sc2nc3c4ccccc4c(NCc4ccco4)nn3c(=O)c2c1C,6%,3,47%,·,8%,27%,-6%,66%*,2,
COC(=O)c1ccccc1N1C(=O)[C@@H]2C(c3ccc(F)cc3)=NO[C@@H]2C1=O,6%,4,-2%,i,3%,-6%,40%,4%,3,
COc1ccc(S(=O)(=O)N2Cc3ccccc3CC2C(=O)N2CCOCC2)cc1 (configuration not stated),-8%,9,-8%,i,8%,-6%,23%,-15%,8,
CC1(C)Cc2c(sc3c2c2ncnn2c2nnc(SCC(=O)NCc4ccco4)n32)CO1,5%,11,·,i,10%,4%,-5%,·,4,
CCCCOC(=O)C1C2C=CC3(CN(CCc4ccccc4)C(=O)C13)O2 (configuration not stated),4%,0,-15%,i,6%,-1%,0%,-2%,6,
C(=N\n1cnnc1)/c1ccc2c(c1)OCCO2,4%,3,-7%,i,-2%,0%,1%,-1%,11,
OCCOCCNc1ncnc2nc[nH]c12,-1%,4,-28%,i,-1%,-2%,-1%,-28%,1,
OCCCNCc1cccc2ccccc12,-1%,13,41%,i,·,-6%,9%,32%,3,
CCCCc1ccc(S(=O)(=O)Nc2cc(C)on2)cc1,13%,0,-2%,i,16%,1%,-7%,-9%,11,
O=C1c2ccccc2S(=O)(=O)N1Cc1cc(=O)n2ccsc2n1,7%,1,5%,i,0%,-3%,3%,1%,10,
COc1nc(OC)nc(N2CCC(C(=O)Nc3cccc4ccccc34)CC2)n1,9%,10,-12%,i,·,-2%,-3%,-8%,6,
COc1ccc(N(CC(=O)N2CCc3ccccc3C2)S(=O)(=O)c2c(C)[nH]c(=O)[nH]c2=O)cc1,9%,0,-22%,i,2%,-1%,3%,-17%,0,
CSCCOC(=O)c1[nH]c2c(c1C)C(=O)CC(c1ccco1)C2 (configuration not stated),14%,4,65%*,i,·,-5%,62%*,59%*,7,
CC1(C)CC(=O)C=C(Nc2cccc(O)c2)C1,7%,1,2%,i,·,1%,-10%,-11%,0,
CC(C)NC(=O)C1CCN(Cc2cnn(-c3ccccc3)c2-n2cccc2)CC1,-1%,20,-8%,i,12%,-1%,·,-14%,1,
CN(c1cccc(NS(=O)(=O)c2cccs2)c1)S(C)(=O)=O,18%,2,-7%,i,-19%,1%,12%,-5%,2,Spn PMK inh pilot replicates=3.5;MK inhibit pilot replicates=0.0;Spn DPM-DC inh pilot screen %=0.5
COc1cc(C2NC(=O)NC(C)=C2C(=O)OCc2ccc(C)cc2)cc(OC)c1O (configuration not stated),7%,0,-12%,i,12%,-4%,-2%,-12%,3,
CC12C=CC3(CN(Cc4ccccc4)C(=O)C3C1C(=O)NC1CC1)O2 (configuration not stated),40%,28*,-9%,i,5%,1%,-4%,3%,5,
COc1ccc(OC)c(NC(=O)CSc2nnc(Cc3cccn3C)n2CCc2ccccc2)c1,4%,8,11%,i,14%,-1%,-6%,1%,8,
O=C1Nc2c(Br)cc(Br)cc2C1(O)N1CCOCC1 (configuration not stated),-5%,11,-24%,i,6%,-4%,-27%,-24%,6,
CC1Cc2nc(SCC(=O)NCC3CCCO3)n(Cc3ccccc3)c(=O)c2S1 (configuration not stated),·,6,·,i,1%,·,-11%,·,4,
O=C(CSc1nc2ccccc2s1)Nc1ncccn1,8%,12,-3%,i,-3%,6%,4%,-2%,6,
Cc1ccc2c(c1)N(CC(=O)N(Cc1ccc3c(c1)OCO3)CC1CCCO1)C(=O)C(C)O2 (configuration not stated),9%,14,-14%,i,5%,-5%,7%,-11%,3,
CN1CCC(NC(=O)c2cccs2)CC1,14%,0,9%,i,6%,-4%,6%,1%,2,Spn PMK inh pilot replicates=0.0;MK inhibit pilot replicates=0.0;Spn DPM-DC inh pilot screen %=1.5
Cc1occc1C(=O)Nc1cc(C(C)(C)C)on1,18%,0,-6%,i,-2%,0%,3%,-7%,13,
COc1nc(-c2ccccc2)cc(C(F)(F)F)n1,8%,1,-12%,i,-8%,2%,-4%,-1%,13,

# Structural class, the entries above with a Cl atom
SMILES,Alkaline phosphatase,Spn PMK inh,HPDE-C7 cytotoxicity,Spn DPM-DC inh,LYP phosphatase,Bfl-1 inhibitors,HT1080 viability,KRASV12 cytotoxicity,MK inhibit,others
Clc1ccc2nc(N3CCCCC3)sc2c1,7%,12,-23%,i,·,-11%,-7%,-11%,15,
CC1CN(Cc2nc3c(c(=O)n(C)c(=O)n3C)n2Cc2ccc(Cl)cc2)CC(C)O1 (configuration not stated),1%,9,-19%,i,7%,-1%,-4%,-3%,3,
